Source: PubChem (several laboratories)
CIT2 TOR yeast – yeast TOR pathway CIT2-GFP modulation. S. cerevisiae CIT2-GFP strain, flow cytometry, 3 h; 100 means same as DMSO wells. GFP response vs DMSO, % at 10 µM. actives 0.065% (n = 320,000). AID 2029;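 active means GFP response relative to DMSO above a set limit, near the screen mean plus 3 SD, cut at about 150% in these data; inconclusive means Fewer than 70 cells measured for a yeast strain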;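 further: ratio of well median GFP fluorescence to mean of DMSO wells on the plate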
VLA-4 inh – inhibition in a human VLA-4 binding assay; P13612; VLA-4 expressing cells, ligand binding flow cytometry; inhibition, % (about 7 µM as worked out from the volumes in the protocol); actives 0.2% (n = 330,000); AID 2557; in the data active means inhibition above about 50%
MCL1-BIM inh – disrupts human MCL1 binding to BIM-BH3 peptide; GST-MCL1 / FITC-Bim-BH3 fluorescence polarization; actives 0.68% (n = 320,000); Q07820; inhibition, % at 10.9 µM;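 active means inhibition above the mean inhibition of all tested compounds plus 3 SD, set per campaign, cut at about 40% in these data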;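 further: 0% = DMSO wells and 100% = unlabeled Bim-BH3 peptide control; higher means more loss of mP so more displacement of Bim peptide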
Target sequence (Q07820 whole entry, looked up): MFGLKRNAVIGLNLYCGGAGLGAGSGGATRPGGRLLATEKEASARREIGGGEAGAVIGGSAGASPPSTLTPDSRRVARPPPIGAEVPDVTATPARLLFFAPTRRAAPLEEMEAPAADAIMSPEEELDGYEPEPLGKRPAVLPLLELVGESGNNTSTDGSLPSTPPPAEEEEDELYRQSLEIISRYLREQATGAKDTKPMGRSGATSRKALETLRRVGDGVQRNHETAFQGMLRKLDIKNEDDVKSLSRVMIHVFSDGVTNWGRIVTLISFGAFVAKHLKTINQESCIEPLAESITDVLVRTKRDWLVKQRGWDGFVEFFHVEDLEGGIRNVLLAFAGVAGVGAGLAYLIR
Bcl-xL primary – Bcl-xL (human) inhibition | Q07817 | GST-Bcl-xL / FITC-Bim BH3 peptide fluorescence polarization | inhibition, % at 10.9 µM | actives 0.7% (n = 320,000);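 active means inhibition above the mean of all tested compounds plus 3 SD, cutoff set per campaign, cut at about 30% in these data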;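 further: 0% = DMSO wells and 100% = unlabeled Bim-BH3 peptide competitor; inhibitors lower millipolarization by displacing the labeled peptide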
Target sequence (Q07817 whole entry, looked up): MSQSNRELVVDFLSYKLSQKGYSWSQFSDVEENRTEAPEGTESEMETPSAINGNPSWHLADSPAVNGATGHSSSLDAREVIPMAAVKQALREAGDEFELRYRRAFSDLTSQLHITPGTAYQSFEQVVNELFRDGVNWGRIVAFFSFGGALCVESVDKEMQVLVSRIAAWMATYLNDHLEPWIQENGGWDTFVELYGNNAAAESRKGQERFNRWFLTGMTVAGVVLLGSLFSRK
Fam108B inh – Fam108B inhibition, counter-screen for RBBP9 inhibitors; recombinant Fam108B, FP-Rh probe fluorescence polarization; inhibition, % at 9.51 µM; actives 0.33% (n = 300,000);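 active means inhibition above the screen mean inhibition plus 3 SD, computed separately per campaign, cut at about 18% in these data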;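 further: inhibitors lower polarization as less probe binds the enzyme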
GLD-1 TGE inh – GLD-1-TGE RNA interaction inhibition (C. elegans); actives 0.44% (n = 320,000); purified GLD-1 + fluorescein TGE RNA, fluorescence polarization; Q17339; inhibition, % at 5.96 µM;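 active means percent inhibition above a per-plate cutoff, the plate mean of test compounds plus 3 SD, cut at about 30% in these data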;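 further: 0% = DMSO wells with GLD-1 and probe and 100% = wells lacking GLD-1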
Target sequence (Q17339 whole entry, looked up): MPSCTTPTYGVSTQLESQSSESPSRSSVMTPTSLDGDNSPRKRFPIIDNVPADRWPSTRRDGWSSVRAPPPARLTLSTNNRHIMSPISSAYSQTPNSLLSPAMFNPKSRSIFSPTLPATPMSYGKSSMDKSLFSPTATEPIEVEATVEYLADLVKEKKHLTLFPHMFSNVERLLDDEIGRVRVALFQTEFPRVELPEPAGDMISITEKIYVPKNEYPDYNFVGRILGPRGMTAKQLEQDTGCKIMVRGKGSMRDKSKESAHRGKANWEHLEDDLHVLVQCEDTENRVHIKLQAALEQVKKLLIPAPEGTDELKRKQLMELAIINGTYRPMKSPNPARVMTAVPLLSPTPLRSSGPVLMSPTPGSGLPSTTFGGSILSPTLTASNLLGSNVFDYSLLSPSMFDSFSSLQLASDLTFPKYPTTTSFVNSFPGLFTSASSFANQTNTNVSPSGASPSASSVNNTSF
GRK2 inh – inhibitors of human GRK2 displacing RNA aptamer; inhibition of aptamer binding, % at 10 µM; P25098; bead flow cytometry, FAM-aptamer displacement from GRK2; AID 488847; actives 0.59% (n = 330,000);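 active means inhibition of aptamer binding above 40%, roughly 3 SD of noise, on plates passing a quality check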;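 further: median bead fluorescence of bound FAM aptamer so fluorescent compounds give negative values; no value below 0 was filed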
MEX-5 binding – C. elegans MEX-5 TCR-2 RNA binding activity; MEX-5/FITC-TCR2 RNA binding, fluorescence polarization; hits give low values; activity score (negative = inhibition of binding), % at 10 µM; actives 0.38% (n = 300,000);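 active means inhibition past about -25% in most replicates, and total fluorescence under double the plate's negative control median, limit read from the data; inconclusive means replicates evenly split on the limit, or fluorescence at least double controls; inactive means too little inhibition in most replicates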;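 further: 0% = DMSO and -100% = 5 µM competing unlabeled TCR2 RNA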
AGP1 TOR yeast – alters AGP1-GFP fluorescence in TOR pathway yeast screen | GFP response vs DMSO, % at 10 µM | actives 0.02% (n = 320,000) | S. cerevisiae AGP1-GFP multiplex flow cytometry, 3 h; GFP as percent of DMSO wells;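 active means GFP response relative to DMSO above a set limit, near screen average plus 3 SD, cut at about 150% in these data; inconclusive means fewer than 70 cells counted for the yeast strain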;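 further: median GFP channel fluorescence of the gated AGP1 strain per well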
* = called active by the depositor; [ ] = another dose, or the depositor's remark.

Screening Cc1ccc(C)c(NC(=O)CCNS(=O)(=O)c2ccc3[nH]c(=O)oc3c2)c1 returned CIT2 TOR yeast 103, VLA-4 inh -14, MCL1-BIM inh -1, Bcl-xL primary 4, Fam108B inh 3, GLD-1 TGE inh 4, GRK2 inh 2, MEX-5 binding -1.5 and AGP1 TOR yeast 102.
`O=C(NOC(=O)c1c(F)cccc1Cl)c1ccc(Cl)c(Cl)c1` gave CIT2 TOR yeast 103, VLA-4 inh -3, MCL1-BIM inh 3, Bcl-xL primary 6, Fam108B inh -6, GLD-1 TGE inh 1, GRK2 inh 4, MEX-5 binding 0.2 and AGP1 TOR yeast 95.
Screening CC(C)Cn1c(=O)c(-[n+]2ccccc2)c([O-])c2ccccc21 returned CIT2 TOR yeast 104, VLA-4 inh 8, MCL1-BIM inh 7, Bcl-xL primary 3, Fam108B inh -2, GLD-1 TGE inh 1, GRK2 inh 1, MEX-5 binding -0.2 and AGP1 TOR yeast 103.
Screening CCCCCn1c(CNC(=O)c2cccs2)nc2ccccc21 returned CIT2 TOR yeast 104, VLA-4 inh 2, MCL1-BIM inh 2, Bcl-xL primary -2, Fam108B inh 5, GLD-1 TGE inh 7, GRK2 inh 1, MEX-5 binding 1.0 and AGP1 TOR yeast 100.
NC(=O)c1cc(-c2cccnc2)nc2ccc(Br)cc12 was read as CIT2 TOR yeast 94, VLA-4 inh -5, MCL1-BIM inh 9, Bcl-xL primary 0, Fam108B inh 0, GLD-1 TGE inh -5, GRK2 inh 1, MEX-5 binding 4.4 and AGP1 TOR yeast 94.
For CC(C)OCCCNC(=O)c1c(N)n(/N=C/c2ccccn2)c2nc3ccccc3nc12 the results were CIT2 TOR yeast 98, VLA-4 inh -9, MCL1-BIM inh 3, Bcl-xL primary 6, Fam108B inh -3, GLD-1 TGE inh 6, GRK2 inh 3, MEX-5 binding -0.2 and AGP1 TOR yeast 99.
`CCC(C)(NC(=O)CNC(C)=O)C(=O)NC1CCCCC1` (centres undefined) gave CIT2 TOR yeast 107, VLA-4 inh 12, MCL1-BIM inh -2, Bcl-xL primary 6, Fam108B inh 3, GLD-1 TGE inh 9, GRK2 inh 0, MEX-5 binding -1.5 and AGP1 TOR yeast 108.
Cc1cccc(OCC(=O)O/N=C(\N)Cc2ccc([N+](=O)[O-])cc2)c1 was read as CIT2 TOR yeast 93, VLA-4 inh 5, MCL1-BIM inh -2, Bcl-xL primary 1, Fam108B inh -5, GLD-1 TGE inh -1, GRK2 inh 4, MEX-5 binding -1.3 and AGP1 TOR yeast 99.
For COc1ccc2c(c1)SCCC2=O the results were CIT2 TOR yeast 84, VLA-4 inh 2, MCL1-BIM inh -12, Bcl-xL primary -2, Fam108B inh 2, GLD-1 TGE inh 1, GRK2 inh 5, MEX-5 binding 0.4 and AGP1 TOR yeast 88.
Screening CC(C)Cn1c(N)c(C(=O)CSc2nnc(-c3ccco3)n2C)c(=O)n(C)c1=O returned CIT2 TOR yeast 99, VLA-4 inh 53*, MCL1-BIM inh -3, Bcl-xL primary 5, GLD-1 TGE inh 7, GRK2 inh 3 and AGP1 TOR yeast 103.
For Cc1ccc(C(C)NC(=O)C2CCCO2)cc1C (centres undefined) the results were CIT2 TOR yeast 87, VLA-4 inh 3, MCL1-BIM inh -6, Bcl-xL primary -5, Fam108B inh 1, GLD-1 TGE inh 7, GRK2 inh 0, MEX-5 binding 2.3 and AGP1 TOR yeast 96.
`COc1cccc(/C=C2\SC(=S)N(CCCC(=O)N(CCO)c3ccccc3)C2=O)c1` gave CIT2 TOR yeast 94, VLA-4 inh 2, MCL1-BIM inh 3, Bcl-xL primary 4, Fam108B inh 3, GLD-1 TGE inh 4, GRK2 inh 0, MEX-5 binding -1.8 and AGP1 TOR yeast 98.
Screening CCCOc1ccc(/C=N/NC(=O)C(=O)Nc2ccccn2)cc1 returned CIT2 TOR yeast 99, VLA-4 inh 12, MCL1-BIM inh 3, Bcl-xL primary 4, Fam108B inh -4, GLD-1 TGE inh 3, GRK2 inh 0, MEX-5 binding 0.3 and AGP1 TOR yeast 101.
Screening Cc1ccc(NS(=O)(=O)c2ccc(NC(=O)c3ccccc3C(=O)O)cc2)cc1C returned CIT2 TOR yeast 95, VLA-4 inh 0, MCL1-BIM inh 2, Bcl-xL primary 7, Fam108B inh -2, GLD-1 TGE inh 2, GRK2 inh 3, MEX-5 binding 0.9 and AGP1 TOR yeast 97.
`COc1ccc(C2=Nn3c(nnc3-c3ccccc3C(F)(F)F)SC2)cc1OC1CCOC1` (centres undefined) gave CIT2 TOR yeast 106, VLA-4 inh 6, GLD-1 TGE inh 1, GRK2 inh 0 and AGP1 TOR yeast 100.
For Cc1ccc(CCNC(=O)CN2C(=O)COc3ccc(S(=O)(=O)N4CCOCC4)cc32)cc1 the results were CIT2 TOR yeast 103, VLA-4 inh 8, MCL1-BIM inh 1, Bcl-xL primary 3, Fam108B inh 1, GLD-1 TGE inh 3, GRK2 inh 0, MEX-5 binding -5.2 and AGP1 TOR yeast 104.
`Clc1ccccc1OCCCCN1CCCCC1` gave CIT2 TOR yeast 102, VLA-4 inh 15, MCL1-BIM inh -5, Bcl-xL primary 0, Fam108B inh 1, GLD-1 TGE inh -12, GRK2 inh 0, MEX-5 binding -2.7 and AGP1 TOR yeast 91.
CCOC(=O)/C(=N\Nc1ccc(Cl)cc1)Sc1nnc(-c2ccc(OC)cc2)n1C was read as CIT2 TOR yeast 102, VLA-4 inh 10, MCL1-BIM inh -10, Bcl-xL primary -5, Fam108B inh -4, GLD-1 TGE inh -3, GRK2 inh 0, MEX-5 binding -0.3 and AGP1 TOR yeast 100.
Cc1nc(NNC(=O)c2ccc(Cl)cc2Cl)cc(-c2ccccc2)n1 was read as CIT2 TOR yeast 100, VLA-4 inh 10, MCL1-BIM inh 9, Bcl-xL primary 8, Fam108B inh -5, GLD-1 TGE inh -1, GRK2 inh 0, MEX-5 binding -1.7 and AGP1 TOR yeast 105.
For COc1ccc(N2CCN(C(=O)C3CCN(C(=O)c4cccc(Cl)c4)CC3)CC2)cc1 the results were CIT2 TOR yeast 109, VLA-4 inh 6, MCL1-BIM inh -9, Bcl-xL primary -1, Fam108B inh 1, GLD-1 TGE inh 4, GRK2 inh 0, MEX-5 binding 0.8 and AGP1 TOR yeast 101.
`O=C(N/N=C/C=C/c1ccccc1[N+](=O)[O-])c1cccnc1` gave CIT2 TOR yeast 103, VLA-4 inh -6, MCL1-BIM inh 2, Bcl-xL primary 0, Fam108B inh -2, GLD-1 TGE inh 4, GRK2 inh 0, MEX-5 binding -1.2 and AGP1 TOR yeast 101.
Screening CC(=C1C(=O)c2ccccc2C1=O)N1CCN(Cc2ccccc2)CC1 returned VLA-4 inh 6, MCL1-BIM inh 14, Bcl-xL primary 9, Fam108B inh 3, GLD-1 TGE inh 5, GRK2 inh 3, MEX-5 binding -1.9 and AGP1 TOR yeast 99.
`O=C(O)c1cccc(NS(=O)(=O)c2ccc(Cl)c(C(=O)Nc3cccc([N+](=O)[O-])c3)c2)c1` gave CIT2 TOR yeast 95, VLA-4 inh 8, MCL1-BIM inh 10, Bcl-xL primary 8, Fam108B inh 6, GLD-1 TGE inh 4, GRK2 inh 2 and AGP1 TOR yeast 101.
`O=C(Nc1nc(-c2cccs2)cs1)c1ccc([N+](=O)[O-])o1` gave CIT2 TOR yeast 77, VLA-4 inh -4, MCL1-BIM inh 15, Bcl-xL primary 8, GLD-1 TGE inh -2, GRK2 inh 1 and AGP1 TOR yeast 77.
For CCSC1=N/C(=C\C=C2/Oc3ccccc3N2CC)C(=O)S1 the results were CIT2 TOR yeast 108, VLA-4 inh -349, MCL1-BIM inh -141, Bcl-xL primary -94, Fam108B inh 1, GLD-1 TGE inh -204, GRK2 inh 0, MEX-5 binding 13 and AGP1 TOR yeast 97.
For CCN(CC)c1cc2nonc2c2nonc12 the results were CIT2 TOR yeast 96, VLA-4 inh 5, MCL1-BIM inh 0, Bcl-xL primary 1, Fam108B inh 1, GLD-1 TGE inh 0, GRK2 inh 2, MEX-5 binding -3.3 and AGP1 TOR yeast 97.
`CC(OC(=O)Cc1ccccc1[N+](=O)[O-])C(=O)Nc1ccc(Cl)cn1` (centres undefined) gave CIT2 TOR yeast 76, VLA-4 inh 11, MCL1-BIM inh -2, Bcl-xL primary -2, Fam108B inh 4, GLD-1 TGE inh 1, GRK2 inh 0, MEX-5 binding 0.1 and AGP1 TOR yeast 88.
For O=C(CCC(=O)c1ccc(F)cc1)NCc1ccccc1C(F)(F)F the results were CIT2 TOR yeast 100, VLA-4 inh 9, MCL1-BIM inh -1, Bcl-xL primary 5, Fam108B inh 10, GLD-1 TGE inh 1, GRK2 inh 0, MEX-5 binding 2.8 and AGP1 TOR yeast 98.
`CCn1c(CNC(=O)C2CCCCC2)cc2cc(C)ccc21` gave CIT2 TOR yeast 100, VLA-4 inh -21, GRK2 inh 7, MEX-5 binding -0.5 and AGP1 TOR yeast 101.
`CC(C)Oc1ccc(NC(=O)CCC(=O)O)cc1` gave CIT2 TOR yeast 95, VLA-4 inh -2, MCL1-BIM inh 4, Bcl-xL primary 3, Fam108B inh -1, GLD-1 TGE inh 2, GRK2 inh 1, MEX-5 binding 0.9 and AGP1 TOR yeast 89.
For COc1cccc(C(c2nnnn2Cc2ccco2)N2CCN(Cc3ccccc3)CC2)c1OC (centres undefined) the results were CIT2 TOR yeast 116, VLA-4 inh -8, MCL1-BIM inh 0, Bcl-xL primary 3, Fam108B inh -1, GLD-1 TGE inh -2, GRK2 inh 0, MEX-5 binding 2.6 and AGP1 TOR yeast 99.
Screening NC(=O)NC(=O)COC(=O)c1ccccc1Oc1ccccc1 returned CIT2 TOR yeast 109, VLA-4 inh -5, MCL1-BIM inh -23, Bcl-xL primary -2, Fam108B inh 0, GLD-1 TGE inh -3, GRK2 inh 0, MEX-5 binding 2.4 and AGP1 TOR yeast 107.
Screening CCCN1CCN(C(=O)Cn2ncc3c([nH]c4ccc(C)cc43)c2=O)CC1 returned CIT2 TOR yeast inconclusive, VLA-4 inh 37, MCL1-BIM inh 5, Bcl-xL primary 4, Fam108B inh 1, GLD-1 TGE inh 0, GRK2 inh 0, MEX-5 binding 1.7 and AGP1 TOR yeast 19[may fluoresce violet].
Screening COc1ccccc1CCC(=O)OCC(=O)NCc1ccc(OC)c(OC)c1 returned CIT2 TOR yeast 109, VLA-4 inh 8, GLD-1 TGE inh -4, GRK2 inh 3 and AGP1 TOR yeast 99.
Screening COc1ccc([C@H]2CC(=O)C=C(c3cc4ccccc4s3)C2)cc1OC returned CIT2 TOR yeast 89, VLA-4 inh 0, MCL1-BIM inh -3, Bcl-xL primary 2, GLD-1 TGE inh 0, GRK2 inh 0 and AGP1 TOR yeast 90.
Screening Cc1ccc(-c2nc(N)nc(N)n2)c(C)c1 returned CIT2 TOR yeast 98, VLA-4 inh 26, MCL1-BIM inh -1, Bcl-xL primary 1, Fam108B inh 2, GLD-1 TGE inh 3, GRK2 inh 2 and AGP1 TOR yeast 111.
